# hIAP inh: blocks human intestinal alkaline phosphatase | P09923 | actives 0.12% (n = 330,000) | purified IAP, CDP-Star luminescence, 30 min | AID 2544 | inhibition, % at 10 µM;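 active means inhibition reaching a set limit with compound at 10 µM in the primary screen, cut at about 35% in these data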;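 further: plate controls were DMSO wells with enzyme for no effect and no-enzyme buffer wells for full effect; values of inactives mirror those of a sister screen read the other way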
# NR3A LBD binder: modulates the human NR3A ligand-binding domain | NR3A LBD differential scanning fluorimetry, Tm shift; 0% = protein alone, 100% = glycine-bound protein | Tm shift relative to glycine control, % at 25 µM | actives 2.5% (n = 340,000) | AID 1259313;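 active means melting temperature shift of at least 10% of the positive control shift, at one fixed dose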
# hIAP act: human IAP activation; purified human IAP, CDP-Star luminescence, 30 min; active compounds read high; 1 = vehicle-only enzyme, 0 = enzyme-free background; activation factor at 10 µM; actives 0.16% (n = 330,000); AID 2524;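 active means activation factor of the enzyme at least 2-fold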; further: the source names both 10 and 20 µM as test concentration; values of inactives mirror those of a sister screen read the other way
# mIAP act: mouse IAP activation; muIAP, CDP-Star luminescence, 30 min; active compounds read high; 1 = vehicle-only enzyme signal, 0 = enzyme-free wells; activation factor at 10 µM; actives 0.24% (n = 330,000); AID 2805;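 active means activation factor of at least 2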; further: the source names both 10 and 20 µM as test concentration; values of inactives mirror those of a sister screen read the other way
#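 also added = chemiluminescent substrate CDP-Star | test system = mouse IAP enzyme | signal = chemiluminescence readout | compound = DMSO-dissolved test compounds | incubation = 30 min at room temperature | benchmarks = DMSO wells, no-enzyme wells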
# beta cell repl: MIN6 beta-cell proliferation induction | AID 2380 | proliferation, % at 10 µM | actives 0.29% (n = 330,000) | MIN6 cells proliferation, ATPlite luminescence, 48 h; cells starved in 0.2% serum; 100% = growth in 10% serum;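 active means compounds whose signal lies at least 3.5 SD above the mean of all wells on their plate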;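 further: 0% = DMSO-treated cells in low-serum medium and 100% = 10% serum control; some compounds called inactive have numbers as strong as hits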
# A3G deaminase: blocks human APOBEC3G single-stranded DNA deamination. inhibition, % at 20 µM. actives 0.28% (n = 330,000). recombinant A3G, ssDNA deamination FAM/TAMRA fluorescence. AID 493012;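 active means inhibition of at least 40% at 20 µM, with no more than 30% in the related APOBEC3A deaminase screen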;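 further: plate controls were DMSO wells with A3G for no effect and wells lacking A3G enzyme for full effect; some compounds called inactive have numbers as strong as hits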
# Target sequence (Q9HC16 whole entry, looked up): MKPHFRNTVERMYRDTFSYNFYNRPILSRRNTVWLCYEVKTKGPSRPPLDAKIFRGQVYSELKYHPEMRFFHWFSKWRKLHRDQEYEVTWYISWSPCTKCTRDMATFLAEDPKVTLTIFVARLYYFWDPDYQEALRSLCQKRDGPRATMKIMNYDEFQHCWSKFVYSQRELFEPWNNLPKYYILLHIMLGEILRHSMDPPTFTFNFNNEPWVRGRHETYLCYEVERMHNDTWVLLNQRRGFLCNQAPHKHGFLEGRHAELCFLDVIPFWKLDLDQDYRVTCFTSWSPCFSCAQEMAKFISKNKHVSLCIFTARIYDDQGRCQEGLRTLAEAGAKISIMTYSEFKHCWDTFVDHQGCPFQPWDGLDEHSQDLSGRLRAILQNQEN
# APOBEC3A inh: inhibitors of human APOBEC3A DNA deaminase; recombinant A3A, FAM/TAMRA ssDNA deamination fluorescence; inhibition, % at 20 µM; P31941; AID 493011; actives 0.41% (n = 330,000);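 active means at least 40% inhibition at 20 µM here, with at most 30% in a related deaminase screen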;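 further: plate controls were A3A with DMSO for no effect and wells lacking A3A enzyme for full effect; some results filed as inactive read as strong as hits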
# Target sequence (P31941 whole entry, looked up): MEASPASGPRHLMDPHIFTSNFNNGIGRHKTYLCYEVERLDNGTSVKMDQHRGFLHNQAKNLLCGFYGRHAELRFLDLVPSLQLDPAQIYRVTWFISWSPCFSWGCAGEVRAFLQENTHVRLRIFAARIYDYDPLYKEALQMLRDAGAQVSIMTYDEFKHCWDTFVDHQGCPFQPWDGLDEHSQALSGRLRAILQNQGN
# MPTP inh: inhibitors of mitochondrial permeability transition pore; isolated mouse mitochondria, Ca2+ swelling absorbance, 30 min; actives 1.4% (n = 360,000); inhibition, % at 10 µM;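 active means inhibition of 50% or more, scaled per plate between neutral and stimulator controls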;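 further: 0% = DMSO wells given calcium and 100% = 1 mM EGTA wells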
# mIAP block: blocks mouse intestinal alkaline phosphatase; purified mouse IAP, CDP-Star luminescence, 30 min; inhibition, % at 10 µM; actives 0.2% (n = 330,000); AID 2806;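 active means inhibition of at least 40% at 10 µM in the primary screen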;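 further: plate controls were DMSO with enzyme for no effect and no enzyme wells for full effect; values of inactives mirror those of a sister screen read the other way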
# * hit, by the source's call; . = not tested or not shown.
1: O=C(C1CC(=O)N(c2ccccc2)C1)N1CCN(c2ccccc2F)CC1 (stereo unspecified)
2: N#CC1(NC(=O)Cn2cc(C(F)(F)F)ccc2=O)CCCC1
3: COc1cc(-c2noc(C)c2C#Cc2nccn2C)cc(OC)c1OC
4: Cc1ccc(SCC(=O)NC(=O)Nc2ccc3c(c2)OCCO3)cc1C
5: Cc1ccc(NC(=O)NC(=S)NC(=O)c2ccccc2)cc1
6: C[C@H]1[C@H](C)CC[C@]2(C(=O)O)CC[C@]3(C)C(=CC[C@@H]4[C@@]5(C)CC[C@H](O)C(C)(C)[C@@H]5CC[C@]43C)[C@H]12

compound no.	1	2	3	4	5	6
hIAP inh	7	2	8	-7	6	0
NR3A LBD binder	0	0	-3	2	-2	0
hIAP act	0.93	0.98	0.92	1.1	0.94	1
mIAP act	0.95	1.1	1.1	1.1	0.97	0.84
beta cell repl	-3	-3	-2	1	-4	-8
A3G deaminase	-12	-2	-8	-7	-7	1
APOBEC3A inh	-3	1	-5	-1	7	1
MPTP inh	-0.8	-0.6	0.6	2.1	6.0	1.2
mIAP block	5	-12	-7	-13	3	16

7: COCCCNC(=O)CN(c1cccc(Cl)c1C)S(C)(=O)=O
8: Cc1cn(C2CC(OC(=O)C(C)C)C(CO)O2)c(=O)[nH]c1=O (stereo unspecified)
9: CS(=O)(=O)N1CC2CCCN2c2cc(C(F)(F)F)ccc21 (stereo unspecified)
10: CCCCCn1c(SCCOCC)nc2c1c(=O)[nH]c(=O)n2C
11: COc1cc(C)c(Br)cc1S(=O)(=O)NCc1ccccc1
12: Cc1c(C(=O)N(C)C(C)c2ccncn2)oc2c(F)cccc12 (stereo unspecified)

compound no.	7	8	9	10	11	12
hIAP inh	10	-17	4	10	5	-16
NR3A LBD binder	-22	1	1	-1	0	-2
hIAP act	0.9	1.2	0.96	0.9	0.95	1.2
mIAP act	0.94	0.96	0.99	1	1.1	1
beta cell repl	-1	7	3	0	1	2
A3G deaminase	-6	-2	-6	-14	-5	-4
APOBEC3A inh	0	-1	-2	-3	-4	-1
MPTP inh	-0.5	-1.1	-0.1	1.3	0.0	0.7
mIAP block	6	4	1	-2	-8	-1

13: CC(C)(C)c1ccc2c(c1)N(CC(=O)N1CCOCC1)C(=O)CO2
14: O=C(CSc1nc(Nc2ccccc2)nc(N2CCOCC2)n1)Nc1cccc([N+](=O)[O-])c1
15: O=C(CN(C(=O)c1ccccc1Cl)C1CCCCC1)Nc1ccc(Cl)c([N+](=O)[O-])c1
16: O=[N+]([O-])c1cc(-c2nnc(N3CCOCC3)c3ccccc23)ccc1N1CCOCC1
17: CCN(CC)S(=O)(=O)c1ccc2oc(C(=O)N3CCc4ccccc4C3)c(C)c2c1
18: O=C(Nc1nnc(SCc2ccc(F)cc2)s1)C1Cc2ccccc2CN1C(=O)c1ccco1 (stereo unspecified)

compound no.	13	14	15	16	17	18
hIAP inh	-13	18	-10	-9	-1	2
NR3A LBD binder	8	17*	4	-3	-1	-4
hIAP act	1.1	0.82	1.1	1.1	1	0.98
mIAP act	1	0.94	0.9	0.99	1	1
beta cell repl	4	-7	-6	1	0	-5
A3G deaminase	-6	-9	-5	-4	-9	4
APOBEC3A inh	-4	-4	-6	-11	-3	3
MPTP inh	-0.4	7.0	88*	3.9	2.2	4.3
mIAP block	0	6	10	1	-5	-4

# Fetched by compound from the list above:
3: COc1cc(-c2noc(C)c2C#Cc2nccn2C)cc(OC)c1OC
10: CCCCCn1c(SCCOCC)nc2c1c(=O)[nH]c(=O)n2C
9: CS(=O)(=O)N1CC2CCCN2c2cc(C(F)(F)F)ccc21 (stereo unspecified)

compound no.	3	10	9
hIAP inh	8	10	4
NR3A LBD binder	-3	-1	1
hIAP act	0.92	0.9	0.96
mIAP act	1.1	1	0.99
beta cell repl	-2	0	3
A3G deaminase	-8	-14	-6
APOBEC3A inh	-5	-3	-2
MPTP inh	0.6	1.3	-0.1
mIAP block	-7	-2	1

# (more compounds)
19: CC(C)C1NC(=S)N(Cc2ccccc2)C1=O (stereo unspecified)
20: COc1cccc(-c2cc(C(=O)Nc3c(C)nn(Cc4ccccc4)c3C)no2)c1
21: Cc1noc(C)c1COc1ccc(C(=O)O)cc1
22: COc1c(-c2ccc(O)cc2)oc2cc(O)cc(O)c2c1=O
23: COc1ccc(CCNC(=O)c2cc(-c3ccco3)nc3ccccc23)cc1
24: COc1cccc(-c2cc(C(=O)N3CCN(S(=O)(=O)c4ccccc4)CC3)[nH]n2)c1

compound no.	19	20	21	22	23	24
hIAP inh	-15	-14	2	28	-14	-11
NR3A LBD binder	2	-1	-1	-2	-2	-2
hIAP act	1.1	1.1	0.97	0.71	1.1	1.1
mIAP act	0.96	0.97	0.98	0.87	0.94	1.2
beta cell repl	-2	-3	1	-1	-1	-4
A3G deaminase	-6	-4	-6	14	33	-10
APOBEC3A inh	-1	-8	-5	2	79	-2
MPTP inh	-0.7	-1.0	-1.4	-0.2	.	-1.1
mIAP block	4	3	2	13	6	-25

25: COc1ccccc1OCCNC(=O)c1c(-c2ccccc2Cl)noc1C
26: COc1ccc(C(=O)NN=C2CCCC2)cc1
27: O=C(Nc1nnc(SCc2ccc(F)cc2)s1)C1=COCCO1
28: CCOC(=O)c1cc(-c2ccc(C)cc2)n(CC(=O)NCc2ccco2)c1C
29: c1cncc(C2Nc3ccccc3-c3nc4ccccc4n32)c1 (stereo unspecified)
30: CCn1c(=O)c(=O)[nH]c2cc(C(=O)Nc3ccc(S(=O)(=O)N4CCCC4)cc3)ccc21

compound no.	25	26	27	28	29	30
hIAP inh	5	-8	-1	10	-14	10
NR3A LBD binder	2	-4	1	-14	-13	-5
hIAP act	0.95	1.1	1	0.9	1.1	0.9
mIAP act	1	1.2	1	1.2	0.97	0.91
beta cell repl	-1	-2	-1	-3	-3	-1
A3G deaminase	1	-8	-9	1	3	-3
APOBEC3A inh	-4	-4	-3	1	5	0
MPTP inh	2.5	0.4	-0.2	2.8	59*	-1.7
mIAP block	-2	-20	-2	-20	3	9

31: COc1ccc(/C(C#N)=C/c2ccccn2)cc1
32: COC(=O)[C@@H]1C[C@H]1[C@@H](NS(=O)(=O)c1ccccc1)c1ccccc1
33: CCc1nnc(NC(=O)CSc2nc3ccccc3o2)s1
34: Cn1ncc(Cl)c1C(=O)NC1CCCC1
35: Cc1ccccc1CN1CCN(CC(=O)NCc2ccc3c(c2)OCO3)C1=O
36: COc1cccc(-c2nnc(-c3ccc(C(F)(F)F)cc3)o2)c1OC

compound no.	31	32	33	34	35	36
hIAP inh	-30	7	7	-32	11	8
NR3A LBD binder	0	-1	0	3	0	1
hIAP act	1.3	0.93	0.93	1.3	0.89	0.92
mIAP act	1	0.94	1	0.96	0.98	0.87
beta cell repl	-5	-1	-2	4	1	-3
A3G deaminase	-6	-10	-3	2	-7	-5
APOBEC3A inh	1	-3	3	-5	-2	-1
MPTP inh	-0.5	0.5	-1.2	0.6	-2.1	2.7
mIAP block	-1	6	-4	4	2	13

37: O=S(=O)(c1ccc2nc(COc3ccccc3)[nH]c2c1)N1CCOCC1
38: CCN1CCCC1CNC(=O)C(=O)Nc1ccccc1 (stereo unspecified)
39: CCCCNC(=O)Cc1c(OC)ccc2cc(Br)ccc12
40: CC(C)(CC(=O)O)CC(=O)N1CCN(c2nc3cc(Cl)ccc3s2)CC1
41: O=C(/C=C/c1cccc2ccccc12)N1CCOCC1
42: Cc1sc2nc(CSC(C)C(=O)Nc3ccccn3)[nH]c(=O)c2c1C (stereo unspecified)

compound no.	37	38	39	40	41	42
hIAP inh	-4	-16	-14	0	1	13
NR3A LBD binder	0	0	-4	-1	1	1
hIAP act	1	1.2	1.1	1	0.99	0.87
mIAP act	0.89	1	1.1	0.94	0.94	1
beta cell repl	-1	0	-3	1	0	0
A3G deaminase	-3	-11	-7	-6	-10	-5
APOBEC3A inh	-1	2	-4	-3	-2	-2
MPTP inh	-0.6	-2.6	1.0	0.2	2.6	-0.4
mIAP block	11	0	-13	6	6	-1

43: CCC(C)(C)n1nnnc1C(c1cc2cc3c(cc2[nH]c1=O)OCO3)N1CCN(C)CC1 (stereo unspecified)
44: Cc1nnc(SCc2nnc(-c3cccs3)o2)n1C1CCCCC1
45: O=C(NCc1ccccn1)c1cc(-c2ccccc2Cl)on1
46: CCOC(=O)CNC(=O)CN1CCCN(S(=O)(=O)c2ccc(Br)s2)CC1
47: O=C(NCc1ccco1)C12CC3CC(C1)CC(C(=O)NCc1ccco1)(C3)C2
48: O=C(CCC1CC(=O)Nc2ccccc21)NCc1ccc(F)cc1 (stereo unspecified)

compound no.	43	44	45	46	47	48
hIAP inh	13	-6	4	-4	8	5
NR3A LBD binder	1	1	0	1	0	1
hIAP act	0.87	1.1	0.96	1	0.92	0.95
mIAP act	0.95	1	0.94	0.96	0.92	1
beta cell repl	0	-1	1	-3	1	0
A3G deaminase	-6	-11	-1	3	-1	-8
APOBEC3A inh	-1	1	0	2	0	-4
MPTP inh	0.7	-0.4	-1.0	-1.7	-0.6	-1.9
mIAP block	5	0	6	4	8	-3

49: Cc1cccc(-c2oc3ccc(-c4ccc5c(c4)OCO5)cc3c2C#Cc2cncn2C)c1
50: O=C1/C(=C/c2ccsc2)N2CCC1CC2
51: Cc1cccc(C)c1OCC(O)CN1CCCCC1 (stereo unspecified)
52: CCC(=O)N=c1sc2ccccc2n1-c1ccccc1
53: Cc1ccc(-c2nc(=S)c3c(n2CCN2CCOCC2)CC(C)(C)OC3)cc1
54: C=CCNC(=S)Nc1ccccc1-c1nnc2n1CCCCC2

compound no.	49	50	51	52	53	54
hIAP inh	-25	-22	-11	-12	2	-2
NR3A LBD binder	-2	0	1	0	4	0
hIAP act	1.2	1.2	1.1	1.1	0.98	1
mIAP act	0.94	1	0.96	0.92	0.94	1.1
beta cell repl	-7	6	-3	4	1	0
A3G deaminase	-6	-1	2	-5	-7	-5
APOBEC3A inh	-1	1	0	-2	-6	-5
MPTP inh	3.0	2.0	0.2	-0.1	0.4	4.3
mIAP block	6	-4	4	8	6	-8

55: COc1ccc(NCc2nnc(SCC(=O)Nc3cccc(C)c3)o2)cc1
56: Cc1[nH]nc2oc(=O)c(CCO)c(C)c12
57: O=C(Cc1ccc2c(c1)OCCO2)Nc1cc(C(F)(F)F)ccc1N1CCOCC1
58: Cc1cc(C)n(C(C)CNS(=O)(=O)c2ccc(Cl)cc2)n1 (stereo unspecified)
59: Cc1ccc(N2CCN(/N=C/c3c(C)nn(-c4ccccc4)c3Cl)CC2)cc1
60: Cc1ccc(C(O)C(=O)c2ccco2)cc1 (stereo unspecified)
61: Fc1cccc(C2CC(c3cccc(Br)c3)Nc3nnnn32)c1 (stereo unspecified)
62: CCOC(=O)c1ccc(NC(=O)CNC(=O)c2ccccc2)cc1
63: O=C(C1=C(O)C(=O)N(CCN2CCOCC2)C1c1ccccc1)c1cccs1 (stereo unspecified)

compound no.	55	56	57	58	59	60	61	62	63
hIAP inh	9	23	-2	-15	-7	-5	-9	-13	0
NR3A LBD binder	-4	1	1	1	2	0	1	-1	1
hIAP act	0.91	0.77	1	1.1	1.1	1.1	1.1	1.1	1
mIAP act	0.83	0.97	0.94	1	1	0.74	1.1	1	1
beta cell repl	-3	1	2	0	-2	2	-1	-2	-1
A3G deaminase	-3	-6	-12	-4	-1	-4	0	-1	-4
APOBEC3A inh	1	-4	-2	9	5	2	6	2	-3
MPTP inh	2.2	1.0	-2.6	0.4	0.3	-1.2	-6.4	-1.4	-0.5
mIAP block	17	3	6	-4	0	26	-6	-4	-2
